eLon inh: E. coli protease La inhibition; P0A9M0; purified E. coli Lon protease, fluorescence polarization; inhibition, % at 7.94 µM; 360,000 compounds, 0.42% hits; in the data active means inhibition above about 13%, passing the limit was not always enough;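 further: 0% = enzyme with probe and DMSO and 100% = no enzyme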
Tb MetRS inh: blocks T. brucei methionyl-tRNA synthetase activity | purified T. brucei MetRS, ATP depletion, Kinase-Glo luminescence | inhibition, % at 11.9 µM | 360,000 compounds, 0.4% hits | AID 624268;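 active means inhibition above a per-plate cutoff of the control wells' mean inhibition plus 3 SD, cut at about 5.5% in these data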;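 further: 0% = DMSO wells median and 100% = median of wells with control inhibitor compound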
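assay system = parasite MetRS enzyme | timing = 15 min preincubation, 2 h reaction, all 25 °C | evaluation = percent inhibition relative to median high and low control wells | medium = HEPES buffer containing pyrophosphatase, BSA, spermine, DTT | compound = single dose, 11.9 µM final nominal, 0.9% final DMSO | detection = Kinase-Glo luminescence, ATP depletion format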
MsrA act: bovine methionine sulfoxide reductase A activation; purified bovine MsrA, absorbance read-out; activation, % at 10.6 µM; 360,000 compounds, 0.3% hits; AID 602163; in the data active means activation above about 7.5%;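 further: 0% = vehicle and 100% = reference activator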
STEP inh: blocks human striatal-enriched tyrosine phosphatase. P54829. recombinant STEP, OMFP fluorogenic substrate, fluorescence. inhibition, % at 20 µM. 360,000 compounds, 0.25% hits;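 active means inhibition at 20 µM, scaled per plate between control wells, above about 37%, limit read from the data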;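 further: 0% = DMSO with enzyme and substrate and 100% = substrate only without enzyme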
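Test system: STEP tyrosine phosphatase / Reagent: OMFP at 25 µM / Doses: 20 µM, 1% DMSO / Read-out: percent inhibition scaled to no-enzyme and uninhibited-enzyme controls, plate-pattern corrected / Detection: FITC-channel fluorescence of OMFP product / Medium: Bis-Tris buffer pH 6.0, 2.5 mM DTT, 0.005% Tween 20 / Schedule: 20 min at room temperature, dark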
LMPTP inh: blocks human LMPTP phosphatase | P24666 | recombinant LMPTP-A, OMFP fluorogenic substrate, fluorescence intensity | inhibition, % at 20 µM | 360,000 compounds, 0.22% hits;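 active means compounds that cut the enzyme signal by at least half of the control window in the single-dose screen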;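 further: plate controls were DMSO wells with enzyme plus substrate for no effect and substrate without enzyme for full effect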
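Test system – LMPTP-A enzyme · Amount – LMPTP-A at 0.625 nM final in the reaction · Buffer or medium – Bis-Tris pH 6.0, DTT, detergent · Reagent – OMFP 400 µM · Doses – single 20 µM dose · Schedule – reaction 50 min, room temperature, dark · Detection – fluorescence intensity of OMFP turnover product · Evaluation – percent inhibition versus substrate-only and uninhibited controls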
NRP1-CendR mod: NRP-1/CendR interaction modulation; inhibition, % at 25 µM; O14786; FAM-RPARPAR peptide binding to NRP-1, fluorescence polarization; AID 602438; 360,000 compounds, 0.85% hits;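 active means inhibition or corrected inhibition above about 18%, plus a signal ratio from 0.5 to 1.5, limit read from the data, passing the limit was not always enough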; further: strong numbers were not always called active
Target sequence (O14786 whole entry, looked up): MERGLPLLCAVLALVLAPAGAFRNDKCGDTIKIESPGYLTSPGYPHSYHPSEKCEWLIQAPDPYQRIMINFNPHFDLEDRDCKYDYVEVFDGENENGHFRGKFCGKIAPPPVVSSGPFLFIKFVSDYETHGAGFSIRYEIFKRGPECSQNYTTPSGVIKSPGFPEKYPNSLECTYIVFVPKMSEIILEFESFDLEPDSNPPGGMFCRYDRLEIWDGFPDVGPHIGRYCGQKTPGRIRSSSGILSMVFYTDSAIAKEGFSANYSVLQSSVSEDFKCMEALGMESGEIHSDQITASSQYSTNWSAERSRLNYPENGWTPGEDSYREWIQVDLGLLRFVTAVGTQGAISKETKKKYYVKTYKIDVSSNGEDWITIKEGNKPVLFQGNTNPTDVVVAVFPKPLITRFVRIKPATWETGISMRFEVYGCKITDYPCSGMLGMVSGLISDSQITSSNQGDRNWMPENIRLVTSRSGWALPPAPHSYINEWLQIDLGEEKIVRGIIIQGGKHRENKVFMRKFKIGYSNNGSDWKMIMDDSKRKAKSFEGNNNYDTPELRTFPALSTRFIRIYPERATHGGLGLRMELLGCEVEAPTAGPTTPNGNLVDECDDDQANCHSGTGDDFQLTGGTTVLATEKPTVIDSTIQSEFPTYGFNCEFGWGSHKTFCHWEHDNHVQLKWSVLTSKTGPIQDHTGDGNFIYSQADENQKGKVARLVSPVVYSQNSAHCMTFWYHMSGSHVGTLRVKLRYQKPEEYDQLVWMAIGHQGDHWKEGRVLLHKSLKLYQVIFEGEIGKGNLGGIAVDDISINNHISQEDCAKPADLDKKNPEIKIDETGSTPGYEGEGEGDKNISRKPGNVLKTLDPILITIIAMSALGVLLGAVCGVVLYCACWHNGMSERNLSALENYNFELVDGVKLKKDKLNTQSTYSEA
Scp1 inh: inhibitors of human Scp-1 phosphatase; AID 493091; Q9GZU7; inhibition, % at 20 µM; 340,000 compounds, 0.88% hits; Recombinant Scp1, phosphopeptide, malachite green phosphate absorbance;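 active means inhibition above about 50% at 20 µM, limit read from the data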;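 further: plate controls were DMSO wells with enzyme for no effect and wells lacking enzyme for full effect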
Target sequence (Q9GZU7 76-261 limits assumed): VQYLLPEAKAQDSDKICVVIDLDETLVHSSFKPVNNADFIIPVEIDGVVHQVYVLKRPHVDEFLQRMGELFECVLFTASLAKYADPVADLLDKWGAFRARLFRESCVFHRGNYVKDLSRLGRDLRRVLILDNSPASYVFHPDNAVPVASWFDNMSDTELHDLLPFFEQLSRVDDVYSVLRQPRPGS
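Material – SCP-1 phosphatase catalytic domain, residues 76-261 · Buffer or medium – Acidic Tris acetate buffer with magnesium and detergent · Also added – Phospho 17-mer peptide substrate · Compound – single 20 µM dose, 1% DMSO · Times – 45 min room-temperature reaction, 5 min colour, 30 min stabiliser · Technique – Phosphate-binding colour reagent, absorbance read at 630 nm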
MsrA inh: inhibits bovine methionine sulfoxide reductase A; purified bovine MsrA, absorbance read-out; inhibition, % at 15.5 µM; 360,000 compounds, 0.75% hits; AID 651718; in the data active means inhibition above about 4.5%;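 further: 0% = vehicle wells with enzyme and 100% = reference inhibitor wells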
SUMO1-SIM PPI: alters human SUMO1 binding to SIM partners | P63165 | SUMO1 binding to a labelled peptide, TR-FRET, 1 h | inhibition, % at 20 µM | 360,000 compounds, 0.33% hits; in the data active means inhibition above about 37%
DNMT1 inh: inhibitors of human DNMT1 | DNMT1 molecular beacon, Hinp1I cleavage, fluorescence | inhibition (reported as % activation of signal), % at 10 µM | 360,000 compounds, 0.83% hits | AID 588458; in the data active means inhibition above about 50%
* marks the source's active call; other numbers are inactive results; · = no result given.

SMILES	eLon inh	Tb MetRS inh	MsrA act	STEP inh	LMPTP inh	NRP1-CendR mod	Scp1 inh	MsrA inh	SUMO1-SIM PPI	DNMT1 inh
O=C(CCC(=O)c1ccc(-c2ccccc2)cc1)Nc1cccnc1	-6	-0.6	-2	2	0.0	-25	-7	-0.7	2	-6
Cc1cc(-c2ccc(C)c(S(=O)(=O)NCC3CCN(Cc4ccccc4F)CC3)c2)on1	-2	-0.9	-1	-4	-0.6	4	-2	-0.2	3	-3
CCN(CC)c1nc2c3c(nc4c(c3c1C#N)CC(=O)N4c1ccc(Cl)cc1)NC(C)=N2	-14	0.1	-3	7	5.6	-66	-2	1.6	19	-22
CCCCNC(=O)c1onc(CSc2ccc(F)cc2)c1C(=O)O	-7	-0.2	-1	1	0.8	-6	-5	-0.6	6	3
COc1cc2c(cc1OC)C(O)C(O)(CO)C(C(=O)O)C2c1cc(OC)c(OC)c(OC)c1 (stereo not drawn)	-3	-0.2	-1	-3	-1.1	6	-13	-1.4	3	-4
CC1CCc2ccccc2N1C(=N)N(C)C (stereo not drawn)	14	-0.6	1	1	-1.7	-7	-4	-1.0	2	-1
COc1ccc(CCNC(=O)CSc2nnc3c(n2)[nH]c2ccc(F)cc23)cc1OC	-5	0.2	-3	-2	-1.6	-2	-10	-1.4	-17	-3
O=C(O)/C(=C\c1ccc(Br)cc1)NC(=O)c1cccs1	1	-1.2	-1	0	1.0	-5	11	-0.5	32	7
O=C(Cc1ccccc1)Nc1ccccc1C(=O)Nc1ccc(C(=O)O)cc1	0	-0.1	-2	2	-0.9	1	-5	-1.0	-1	1
CCOC(=O)Cn1c(=O)oc2cc(S(=O)(=O)Nc3c(C)cc(C)cc3C)ccc21	-13	-0.3	0	-1	0.9	-87	-5	1.5	5	-3
O=C(Nc1ccc(S(=O)(=O)Nc2nccs2)cc1)c1cc(=O)[nH]c2ccccc12	-9	0.0	-3	0	6.5	-27	1	0.0	10	0
NNc1nc(-c2ccccc2)cs1	1	-0.8	-6	-2	0.6	-6	3	-0.1	-1	-9
Cc1ccc(C(=O)N2CCN(c3ncccn3)CC2)cc1S(=O)(=O)N1CCCCC1	-10	0.4	0	3	0.1	2	14	0.6	4	1
O=C1CSCC(=O)N1c1ncc(C(F)(F)F)cc1Cl	-2	-0.6	-6	2	-1.7	10	0	-0.3	-5	1
Cc1ccc(N2CCN(C(=O)c3cc(-c4ccc(F)cc4)[nH]c3C)CC2C)cc1 (stereo not drawn)	5	-0.6	-1	-2	4.3	-4	-3	0.5	6	-10
CCCCCCC(=O)Nc1nc(C)c(-c2csc(Nc3ccc(Cl)cc3)n2)s1	-10	0.2	-4	-1	2.7	2	-1	·	11	-32
COC(=O)N1CCC2CC1c1c(Cl)cccc12 (stereo not drawn)	-2	-0.7	-1	-3	-2.3	13	·	0.1	4	-1
CCCc1nnc(NC(=O)c2cc3ccccc3o2)s1	-6	0.7	-2	2	-0.4	-13	-1	2.1	5	2
COc1ccc(N(Cc2cc3ccc(C)cc3[nH]c2=O)C(=O)c2ccco2)cc1	-1	0.3	-1	0	0.6	-15	0	0.4	5	-3
N/C(=N\OC(=O)Cc1ccccc1)c1cccc(Br)c1	-4	-0.5	-4	-3	0.7	-13	5	1.2	4	3
COc1ccc(-n2c(SCC(=O)Nc3ccccc3)nc(O)cc2=O)cc1	-4	0.5	-3	-1	-0.9	5	-23	1.0	8	5
CC(C)Cc1ccc(C(C)C(N)=Nc2ccc(O)cc2)cc1 (stereo not drawn)	7	0.3	-1	0	-0.7	-1	-10	-0.3	3	3
COc1ccc(-c2csc(C(NC(C)=O)c3cccc(F)c3)n2)cn1 (stereo not drawn)	2	-0.1	1	0	-0.5	27*	·	-1.5	-5	0
Cc1ccc(CNC(=O)CCCc2nc3ccccc3s2)cc1	-2	-0.7	3	-3	-0.3	-2	-5	0.4	-3	-1
C/C(=N\NC(=O)c1ccc(Cl)cc1)c1ccc(Br)s1	-5	-0.4	-3	0	-1.3	2	6	0.6	0	13

The closing four compounds of the part above lead into the next:
SMILES	eLon inh	Tb MetRS inh	MsrA act	STEP inh	LMPTP inh	NRP1-CendR mod	Scp1 inh	MsrA inh	SUMO1-SIM PPI	DNMT1 inh
CC(C)Cc1ccc(C(C)C(N)=Nc2ccc(O)cc2)cc1 (stereo not drawn)	7	0.3	-1	0	-0.7	-1	-10	-0.3	3	3
COc1ccc(-c2csc(C(NC(C)=O)c3cccc(F)c3)n2)cn1 (stereo not drawn)	2	-0.1	1	0	-0.5	27*	·	-1.5	-5	0
Cc1ccc(CNC(=O)CCCc2nc3ccccc3s2)cc1	-2	-0.7	3	-3	-0.3	-2	-5	0.4	-3	-1
C/C(=N\NC(=O)c1ccc(Cl)cc1)c1ccc(Br)s1	-5	-0.4	-3	0	-1.3	2	6	0.6	0	13
C=CC[C@@H](CC(=O)N[C@@H](CO)Cc1ccccc1)C(=O)NC[C@@H](OC(=O)[C@@H](CC=C)Cc1ccc(F)cc1)c1ccccc1	0	0.6	-4	1	-4.9	-7	1	-1.1	3	66*
C=C1CC[C@@H]2[C@](C)(CCC[C@@]2(C)/C=C/[C@@H](O)C(C)(C)O)[C@H]1CC(=O)NCCS(=O)(=O)O	-17	1.8	-2	1	-1.0	-71	21	-0.3	5	2
C(=C\N1CCCCCC1)/c1nnnn1-c1ccc(-c2ccccc2)cc1	-12	2.6	1	4	3.1	3	-3	0.4	8	-3
OCCN1CCN(c2ncnc3c2sc2nc(N4CCOCC4)c4c(c23)CCC4)CC1	-3	-0.1	-5	2	7.3	-3	-4	2.6	14	-8
COc1ccc(S(=O)(=O)N(CC(=O)NCc2ccco2)C2CCCCC2)cc1OC	-9	-0.3	-2	0	-1.0	-16	15	-0.3	5	1
CC(C)c1ccc(/C=N/NC(=O)c2cc(-c3cccc([N+](=O)[O-])c3)n[nH]2)cc1	10	0.0	-6	2	1.9	15	-9	-1.4	11	4
O=S(=O)(/N=C(/Nc1ccc(F)cc1F)c1ccc(Cl)cc1)c1ccccc1	-4	-0.4	6	1	-3.0	4	-18	-0.4	0	2
CCOC(=O)c1c(NC(=O)CCC(=O)NCc2ccco2)sc2c1CCCC2	8	-0.6	2	-3	2.0	-4	-8	1.3	3	-8
Cc1ccccc1NC(=O)N1C2CCC1CC(O)(c1cccnc1)C2 (stereo not drawn)	-4	-0.6	-2	-2	-0.1	2	-3	0.0	-1	3
COc1ccc2ccccc2c1/C=N/NC(=O)c1cccc(Br)c1	3	0.4	-4	2	1.7	1	-13	1.8	-4	-6
CCCCCOC(=O)C1=C(C)Nc2ncnn2C1c1cccs1 (stereo not drawn)	-2	-2.0	-11	-3	0.2	-1	1	0.1	1	0
Cc1nn(-c2ccccc2)c(CC(C)(C)C(=O)O)c1C(=O)O	-8	-1.1	-2	-4	-1.1	3	-12	-0.1	-2	0
COc1cc(C2N(c3ccc(Cl)c(Cl)c3)C(=O)C3CCCN32)cc(OC)c1OC (stereo not drawn)	-3	0.8	3	-1	-1.5	4	-4	1.7	-2	-3
CN1CCc2c(sc(NC(=O)C3CCN(S(=O)(=O)c4cccs4)CC3)c2C(N)=O)C1	-5	-0.4	-2	-1	1.5	0	-8	0.1	0	-4
CNn1cnc2ccsc2c1=O	5	0.2	-4	2	-1.8	-1	-11	0.0	-2	-2
Cc1c(C)c(C)c(/C=[N+](/C)[O-])c(C)c1C	-12	-0.3	-5	-5	-0.3	3	-2	-0.6	1	5
CCOC(=O)C(NC(=O)c1ccccc1)C(C)(C)SCc1ccccc1 (stereo not drawn)	-3	-0.3	-2	-1	0.0	11	-8	-0.6	4	4
Cc1ccc(S(=O)(=O)N2CCN(C(=O)CSc3nnnn3C)CC2)c(C)c1	10	0.1	-3	-2	-1.0	1	-4	2.1	0	-5
CN(C)c1ccc(S(=O)(=O)NCC(=O)NCC2CCCCC2)cc1[N+](=O)[O-]	-13	0.3	-2	-1	1.2	2	-7	0.5	-8	2
CC(=O)Nc1ccc(Oc2ncccn2)cc1	0	-1.4	-9	0	0.2	-1	2	-0.1	-2	-4
Cn1c2ccccc2c(=O)c2ccc(NCc3ccc4c(c3)OCO4)cc21	17*	-0.2	-4	-2	2.0	4	4	0.1	8	19
Cc1cc(-c2nnc(SCC(=O)Nc3ccc(F)c(F)c3)n2N)n[nH]1	-4	0.5	-3	0	-2.3	9	-2	-0.5	6	-3
COc1cc2c(C(=O)N3CCCc4ccccc43)cn(C)c(=O)c2cc1OC	0	-0.8	-1	-2	-0.4	4	-3	0.8	-1	-2
COc1ccccc1CC(NC(C)=O)C(=O)NC1CCN(C(=O)c2cccc(Cl)c2)CC1 (stereo not drawn)	1	-0.2	-4	-3	0.2	2	-1	0.2	-1	1
COc1cccc(NC(=S)N(CCCN2CCN(C)CC2)Cc2ccco2)c1	-7	-0.4	-4	6	-3.6	2	4	-0.4	5	2
The listing continues:
SMILES	eLon inh	Tb MetRS inh	MsrA act	STEP inh	LMPTP inh	NRP1-CendR mod	Scp1 inh	MsrA inh	SUMO1-SIM PPI	DNMT1 inh
CC(C)C(=O)NC(=S)Nc1c(Cl)ccc2nsnc12	-3	-0.4	-3	3	-1.0	7	-4	1.6	-28	-7
COCCN(C(=O)CSc1nc2ccc(C)cc2[nH]1)c1c(N)n(Cc2ccccc2)c(=O)[nH]c1=O	-1	0.5	-4	4	-0.7	5	-9	-1.0	1	0
Cc1ccc(S(=O)(=O)CCC(=O)N2CCN(c3ccc(Cl)cc3)CC2)cc1	-7	-1.2	-8	0	0.9	-1	-4	-0.4	-1	-8
O=C(N/N=C/c1sc(=O)n(-c2ccccc2)c1Cl)c1ccccc1	-18	-0.7	-4	-2	-0.7	-45	-6	4.0	-15	0
O=C(O)Cc1sc(Nc2cccc3ccccc23)nc1-c1ccc(Cl)cc1	-7	-0.2	-3	4	2.2	-14	0	0.2	1	-18
CCOc1cc(-c2nc3n(c(=O)c2C#N)CCS3)ccc1O	-22	0.1	-3	1	-0.3	4	-4	1.5	-27	3
Cc1ccc(C(=O)CCNc2ccccc2)o1	-10	0.9	5	-6	1.0	0	-3	-0.1	-6	-9
Cc1ccc(Nc2ncnc3c2cnn3C)c(C)c1	-5	-1.3	-5	2	-0.7	3	-7	-0.2	5	-1
O=C(CSc1nnc(CNC(=O)c2ccco2)o1)Nc1nc2ccccc2s1	0	-0.4	-10	1	-0.9	-9	-1	2.1	4	0
N#Cc1cn(CC(=O)NCC2CCCO2)c2ccccc12 (stereo not drawn)	1	0.5	-2	-1	-1.4	-1	0	0.2	5	1

Source: PubChem (several laboratories)
